SENP7 block: SENP7 protease inhibitors, primary screen, biochemical, luminescence, uHTS; Sentrin-specific protease 7 (Homo sapiens), Q9BQF6; recombinant SENP7, Z-RLRGG-aminoluciferin luminescence, 40 min; inhibition, % at 5 µM; actives 1.5% (n = 330,000); AID 434973, 2010;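 active = inhibition above about 50% at the single test dose, limit read from the data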;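 also: plate controls were DMSO with enzyme for no effect and no enzyme buffer wells for full effect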
UBC13 inh: UBC13 polyubiquitin chain formation inhibitors, primary screen, biochemical, TR-FRET, uHTS | inhibition, % at 20 µM | actives 0.47% (n = 330,000) | AID 485273, 2010; in the data active = inhibition above about 45%, passing the limit was not always enough
Target sequence (P61088 whole entry, looked up): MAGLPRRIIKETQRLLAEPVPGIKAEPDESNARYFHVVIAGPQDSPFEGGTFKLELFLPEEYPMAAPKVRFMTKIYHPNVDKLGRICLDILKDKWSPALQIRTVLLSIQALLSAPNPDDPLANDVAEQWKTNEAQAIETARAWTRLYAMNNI
Gli-Sufu antag: Gli-Sufu pathway antagonists, primary screen, luciferase luminescence, Sufu-KO-LIGHT cells, uHTS. inhibition, % at 5 µM. actives 0.74% (n = 340,000). AID 588413, 2011. Sufu-KO-LIGHT fibroblasts, Gli luciferase reporter luminescence;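 active = inhibition above about 55%, limit read from the data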;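 also: 0% = DMSO-treated cells and 100% = wells with medium but no cells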
SENP8 inh: SENP8 protease inhibitors, primary screen, biochemical, luminescence; Sentrin-specific protease 8 (Homo sapiens), Q96LD8; purified SENP8, Z-RLRGG-aminoluciferin cleavage; inhibition, % at 10 µM; actives 1.2% (n = 330,000); AID 2540, 2010
HKDC1 inhibitor: HKDC1 hexokinase inhibitors, primary screen, biochemical, fluorescence, uHTS; Q2TB90; actives 0.16% (n = 340,000); recombinant HKDC1, G6PDH/diaphorase resazurin coupled fluorescence; AID 493160, 2011; inhibition, % at 20 µM;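 active = inhibition above about 35% when tested at 20 µM, limit read from the data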;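 also: plate controls were DMSO wells with enzyme for no effect and DMSO wells lacking enzyme for full effect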
Target sequence (Q2TB90 whole entry, looked up): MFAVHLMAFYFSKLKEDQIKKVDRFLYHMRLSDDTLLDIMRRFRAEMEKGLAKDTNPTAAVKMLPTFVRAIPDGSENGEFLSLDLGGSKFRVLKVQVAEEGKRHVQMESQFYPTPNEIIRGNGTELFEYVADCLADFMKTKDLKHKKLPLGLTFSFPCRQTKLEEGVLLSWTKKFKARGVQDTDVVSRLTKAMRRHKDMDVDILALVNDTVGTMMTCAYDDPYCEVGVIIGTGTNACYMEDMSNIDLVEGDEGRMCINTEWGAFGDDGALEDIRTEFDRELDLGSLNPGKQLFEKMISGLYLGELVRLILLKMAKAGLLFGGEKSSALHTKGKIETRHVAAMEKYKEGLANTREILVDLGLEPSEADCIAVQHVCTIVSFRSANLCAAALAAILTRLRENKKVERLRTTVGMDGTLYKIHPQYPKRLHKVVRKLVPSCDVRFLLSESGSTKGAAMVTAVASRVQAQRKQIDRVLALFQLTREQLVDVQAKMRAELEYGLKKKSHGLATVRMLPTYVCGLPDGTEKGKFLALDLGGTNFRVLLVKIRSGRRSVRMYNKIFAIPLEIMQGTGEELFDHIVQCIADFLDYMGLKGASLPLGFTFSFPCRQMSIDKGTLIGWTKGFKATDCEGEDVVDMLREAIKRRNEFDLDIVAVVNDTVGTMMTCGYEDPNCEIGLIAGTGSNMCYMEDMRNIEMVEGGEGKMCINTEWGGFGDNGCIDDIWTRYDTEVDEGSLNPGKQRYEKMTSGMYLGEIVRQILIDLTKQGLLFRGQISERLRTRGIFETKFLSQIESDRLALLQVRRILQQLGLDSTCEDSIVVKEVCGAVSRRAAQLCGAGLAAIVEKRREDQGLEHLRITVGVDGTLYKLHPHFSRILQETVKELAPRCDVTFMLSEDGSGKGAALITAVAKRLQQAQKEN
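Test system: Recombinant HKDC1 (HK5) hexokinase enzyme, produced in-house | Input: HKDC1 at 5 µg/mL | Buffer or medium: Tris pH 8.0 buffer with MgCl2, Tween-20, BSA, BME | Schedule: 90 min reaction incubation at room temperature, dark | Technique: Resazurin-to-resorufin fluorescence via G6PDH and diaphorase coupling, 525/613 nm | Controls: DMSO wells with and without enzyme mix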
Apaf-1 inh: inhibitors of human Apaf-1 apoptosome, primary screen, biochemical, DEVD-Rh110 fluorescence, uHTS; actives 0.71% (n = 330,000); inhibition, % at 20 µM; reconstituted apoptosome caspase-3 activity; Apoptotic protease-activating factor 1 (Homo sapiens), O14727; AID 489030, 2010; active = inhibition of at least 40% at 20 µM;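 also: plate controls were DMSO wells for no effect and DEVD-CHO caspase inhibitor wells for full effect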
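Assay system: Apoptosome proteins | Medium: pH 7.5 Hepes buffer with CHAPS, BSA, DTT | Also added: Cytochrome c and DEVD-Rh110 substrate | Times: 30 min plus 50 min, RT | Detection: Rhodamine 110 fluorescence at Ex 480/Em 540 nm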
697 NFkB inh: inhibitors of PMA/ionomycin-induced NF-kB reporter, 697 cells, primary screen, B-cell NF-kB inhibitor project, cell-based, luminescence, uHTS. inhibition, % at 4 µM. actives 0.33% (n = 330,000). AID 435022, 2010. 697 B-cell NF-kB luciferase reporter, 16 h; in the data active = inhibition above about 35%
Jurkat NFkB inh: inhibitors of induced NF-kB luciferase reporter, primary screen, TCR NF-kB activation inhibitor project, cell-based, luminescence, uHTS. actives 0.53% (n = 330,000). Jurkat, PMA/ionomycin-induced NF-kB luciferase reporter. AID 435003, 2010. inhibition, % at 4 µM
* hit, by the source's call; . = no result given. Rule as the data show it, unless noted: active = inhibition above about 50%; inactive = the rest.

Structure	Jurkat NFkB inh	697 NFkB inh	Apaf-1 inh	Gli-Sufu antag	HKDC1 inhibitor	SENP8 inh	UBC13 inh	SENP7 block
COc1ccc(N2CCN(S(=O)(=O)c3ccc4c(c3)CC(C)N4C(=O)C3CC3)CC2)cc1 (stereo not given)	27	-35	7	-7	-5	-3	-5	-4
CCn1c(CNC(=O)c2ccc(OC)cc2)nnc1SCC(=O)c1ccccc1	16	0	4	3	0	-5	-2	-4
COc1ccccc1C(=O)CN1C(=O)NC2(CCCc3ccccc32)C1=O (stereo not given)	4	10	2	6	-3	5	0	7
CN(C)S(=O)(=O)c1cccc(NC(=S)Nc2ccc3cn[nH]c3c2)c1	10	-7	8	-6	4	3	12	10
CC(=O)N1CCc2cc(S(=O)(=O)NC(CC(C)C)C(=O)N3CCCC3)ccc21 (stereo not given)	11	-12	-8	3	-7	1	1	3
CCO[C@@H]1OC(C(=O)Nc2ccccc2)=C[C@H](c2coc3ccccc3c2=O)[C@H]1CCCO	24	-68	7	10	-4	3	10	-6
O=C(O)CSc1nc(-c2ccccc2)nc2c1CCCC2	5	19	-18	1	-4	2	9	-7
COc1cc2c(cc1NC(=O)CSc1nc3cc(Cl)ccc3s1)oc1ccccc12	2	7	-14	4	-11	1	-22	4
COc1ccc(/C=C2\CCCC(C(=O)C(F)(F)F)=C2O)cc1	-14	-43	18	-11	-17	-25	-12	-14
COc1cc(SC)ccc1C(=O)NCC1CCCO1 (stereo not given)	-11	-43	5	-35	-2	-1	-6	-1
O=C(NC(=S)Nc1cccc(NC(=O)c2ccccc2Cl)c1)c1cccs1	5	5	7	-11	-6	3	4	8
Cc1cc(C)cc(OCC(=O)N/N=C/c2ccco2)c1	-7	2	-4	2	-7	-6	2	4
CC(C)c1ccc(OCC(=O)NCCO)cc1	-28	3	-1	-2	-6	-8	5	-1
CN1CCN(c2ccc(NC(=O)c3cc(S(N)(=O)=O)ccc3N3CCOCC3)cc2)CC1	-8	6	40*	0	-3	-13	8	-3
COc1ccc(-c2cc(C(=O)Nc3ccc(OC)c(OC)c3)no2)cc1	-12	5	-6	5	-5	-10	0	-3
CC(=O)C1C(c2ccc3ncccc3c2)NC(=O)NC1(O)C(F)(F)F (stereo not given)	9	10	-4	0	-5	7	4	-5
COc1ccc(/C=C2\SC(c3ccc(C)cc3)=NC2=O)cc1OC	-12	-41	16	0	8	-9	-69	1
COc1cccc(-c2nc(CS(=O)(=O)CC(=O)NCC(C)c3ccccc3)c(C)o2)c1 (stereo not given)	1	1	20	18	7	1	-9	4
O=C(CCC1COc2ccccc2O1)NCC1COc2ccccc2O1 (stereo not given)	-2	-2	-9	-2	-5	8	6	5
Cc1ccc(C)c(NNC(N)=S)c1	-2	2	7	1	1	-7	-6	-1

4 structures out of the list, arranged by number of heavy atoms, falling.
Structure	Jurkat NFkB inh	697 NFkB inh	Apaf-1 inh	Gli-Sufu antag	HKDC1 inhibitor	SENP8 inh	UBC13 inh	SENP7 block
COc1cc2c(cc1NC(=O)CSc1nc3cc(Cl)ccc3s1)oc1ccccc12	2	7	-14	4	-11	1	-22	4
O=C(NC(=S)Nc1cccc(NC(=O)c2ccccc2Cl)c1)c1cccs1	5	5	7	-11	-6	3	4	8
COc1ccc(-c2cc(C(=O)Nc3ccc(OC)c(OC)c3)no2)cc1	-12	5	-6	5	-5	-10	0	-3
CN(C)S(=O)(=O)c1cccc(NC(=S)Nc2ccc3cn[nH]c3c2)c1	10	-7	8	-6	4	3	12	10

The results go on:
Structure	Jurkat NFkB inh	697 NFkB inh	Apaf-1 inh	Gli-Sufu antag	HKDC1 inhibitor	SENP8 inh	UBC13 inh	SENP7 block
Cc1ccc(C)c(OCC(=O)Nc2ccc(S(=O)(=O)N3CCN(C)CC3)cc2)c1	-4	-22	11	-3	-2	3	3	-3
COc1ccc(C(=O)c2sc(Nc3ccccc3F)nc2N)cc1	-73	-110	20	-67	2	-27	-6	-16
CCOCCn1c(=O)c2c(nc3n2CCN3c2ccc(CC)cc2)n(C)c1=O	9	-1	-7	5	-5	-5	18	-6
Cc1cc(C(=O)COC(=O)c2ccc[nH]c2=O)c(C)n1-c1ccccc1	-30	-63	-3	-49	8	8	17	2
COc1cc(/C=C/c2cc(C(F)(F)F)[nH]c(=O)n2)cc(OC)c1OC	8	8	14	26	9	-9	-7	-8
CC1CCN(S(=O)(=O)c2cc3c4c(c2)C(C)C(=O)N4CCC3)CC1 (stereo not given)	9	5	5	10	-4	12	-1	-2
Cc1cc(NC(=O)CN2CCCCC2C)nc2c1c(=O)oc1ccccc12 (stereo not given)	-17	-12	5	.	.	-2	-2	-6
Cc1cc(C)n2cc(CSc3nnc(N)s3)nc2n1	1	12	-4	-6	-2	2	10	-3
N#Cc1ccc(/C=C/C(=O)c2ccco2)cc1	-10	-34	-18	1	2	-9	-10	-3
CNC(=O)c1cnn(-c2nc(-c3ccc(OC)cc3)cs2)c1C(F)(F)F	16	-15	3	1	0	-6	6	1
COc1ccc(C(=O)Nc2ccc3c4c(cccc24)CC3)cc1	-22	-14	-6	-17	-11	1	8	-3
O=C(Nc1ccc2c(c1)OCO2)C1CCN(C(=O)c2ccc(Br)cc2)CC1	3	11	0	-1	-5	0	4	0
O=C(Nc1cc(-c2ccccc2)cs1)c1ccco1	-76	-81	19	-31	4	0	-3	4
O=C(CSc1nnc(SCc2cccc3ccccc23)s1)c1ccc2c(c1)OCO2	-1	-14	-5	-10	-3	-15	-9	-11
C/C(CC(=O)NC(C)(C)C)=N\NC(=O)COc1ccc(C)cc1Br	3	3	-5	-3	3	4	-5	4
CCCn1nnc(NC(=O)c2cccc(Cl)c2)n1	-24	1	0	13	-7	-7	-1	-11
Cc1c(NC(=O)/C(C#N)=C/c2ccc(-c3cc(Cl)ccc3Cl)o2)c(=O)n(-c2ccccc2)n1C	3	25	21	5	-5	3	30	5
Cc1cc(=O)[nH]c(SCC(=O)N2CC3(C)CC2CC(C)(C)C3)n1 (stereo not given)	-1	5	-1	3	0	4	6	0
O=C(CSc1nnc(NC(=O)c2ccco2)s1)Nc1cccc(F)c1	-7	7	-5	-14	-1	17	5	14
CCN1C(=O)[C@H]2[C@@H](c3ccc(-c4ccccc4)c(OC)c3)N[C@@](CC(C)C)(C(=O)OC)[C@H]2C1=O	-5	9	24	-3	4	-4	-6	6
CC(C)Cn1c(N)c(C(=O)COC(=O)c2ccc(Br)cc2)c(=O)n(C)c1=O	-4	-28	10	8	6	8	9	0
COC(=O)c1[nH]c2c(c1C(=O)OC)CCc1ccccc1-2	-8	8	9	9	17	-9	2	-7
O=S1(=O)CC(N2CCOCC2)c2ccccc21 (stereo not given)	-5	6	-14	3	-6	3	4	12
CCc1cccc2c(=O)c(C(=O)NCCN3CCOCC3)c[nH]c12	-4	-2	11	4	1	-1	-3	1
O=C(NCc1ccccn1)c1cc(Cl)ccc1OCc1ccccc1	-2	-32	19	2	0	-5	-1	-17
Cc1nn(-c2ccc(F)cc2F)c(=O)c2noc(C)c12	-9	13	11	0	-2	-5	-3	-7
Cc1c(C)n(Cc2ccc(Cl)cc2)c2ccc(C(=O)NCCCN3CCOCC3)cc12	-12	-39	26	2	0	-3	28	1
CCOC(=O)c1[nH]c2ccccc2c1NC(=O)c1nonc1C	3	1	3	-2	3	-4	-1	11
O=C(Nc1cccnc1)C1=NN(C2CCS(=O)(=O)C2)C(=O)CC1 (stereo not given)	-1	3	-6	-2	-7	1	12	11
Cc1ccc(-n2c(SCC(=O)N/N=C/c3ccccc3C(=O)O)nnc2-c2ccc(Cl)cc2)cc1	-1	28	7	-1	6	-11	-17	-4
O=C(COC(=O)c1cc(=O)[nH]c2ccccc12)NC1CCCC1	12	6	0	-3	-9	0	14	7
COc1ccc(OCC(=O)N/N=C/c2ccc(O[C@@H]3O[C@H](CO)[C@@H](O)[C@H](O)[C@H]3O)cc2)cc1	3	13	1	6	-1	3	0	4
COc1ccc(Cl)cc1CSc1n[nH]c(C)n1	1	15	-20	-21	-6	-3	4	0
Cc1sc2ccccc2[n+]1CC(=O)c1ccccc1	-13	-12	-3	3	-6	2	-12	4
O=C(Cc1ccccc1)NCC(=O)N1CCCCC1	0	-3	-16	-7	2	-9	20	0
CCCCCCCc1c(C)nc(N2CCOCC2)[nH]c1=O	2	-2	1	6	-12	0	9	4
COc1ccc2c(c1)C(c1ccc(C)o1)=NNC(c1ccccc1)=N2	14	14	-8	-4	-4	11	3	1
Cc1cc(C)c2nc(NCc3ccccc3O)sc2c1	-19	-48	18	2	0	-12	19	11
Cc1ccc(C(=O)Nc2nnc(C3CCCCC3)s2)o1	-70	-133	-13	-63	-7	1	14	21
Cc1nn(C)c(C)c1/C=C/C(=O)c1ccc(Cl)cc1Cl	37	-18	17	64*	0	-8	-15	6
COc1ccc(NC(=O)COc2ccc(/C=N/O)cc2OC)cc1	-46	11	8	-7	-3	-12	0	-17
CN1CCN(c2oc(COc3ccc(-c4ccccc4)cc3)nc2C#N)CC1	2	-9	24	9	-2	-19	3	8
CCC(=O)Nc1ccc(C(=O)NNC(=O)C2CCCCC2)cc1	-4	19	8	7	-4	2	1	3
O=C(COc1ccc(Cl)cc1)Nc1ccc(Cl)cn1	-52	19	10	9	-10	-9	6	12
CCS(=O)(=O)c1ccc(O)c(NC(=O)/C=C/c2ccc(Cl)cc2)c1	-6	14	3	-8	-4	3	-15	1
CCCNC(=O)N(C)c1nncnc1C(=O)NC	-3	-23	-6	4	-7	3	4	-2
Cc1noc(/C=C/N(C)C)c1S(=O)(=O)N(C)Cc1ccc(F)cc1	13	-9	19	-11	-4	16	-8	-1
NC(N)=NS(=O)(=O)c1ccc(NC(=S)NC(=O)/C=C/c2ccc(F)cc2)cc1	0	15	-3	2	-7	-4	-5	2
CSCCC(NC(=O)c1ccccc1Cl)C(=O)N1CC(C)OC(C)C1 (stereo not given)	-1	5	-12	0	1	-1	2	2
O=C(CCNC(=O)c1ccc(Br)o1)NCc1ccc(Cl)cc1	4	15	-2	-3	-10	4	4	-4
CNC(=O)COC(=O)c1ccc2c(c1)S(=O)(=O)c1ccccc1C2=O	18	20	1	-10	1	1	2	-6
COc1ccc(-n2[nH]c(C)cc2=O)cc1	-31	-46	24	6	-1	-5	-18	-3
Cc1ccc(NC(=O)CS(=O)CC(=O)N(CC(=O)NC2CCCC2)c2cccc(C)c2C)cc1 (stereo not given)	0	18	3	0	-10	3	2	-6
COc1cc(C#Cc2ccc3cc(C(C)(C)O)oc(=O)c3c2)cc(OC)c1	-15	-15	13	-16	3	4	15	29
O=C(CCl)N1N=C(c2ccco2)CC1c1ccco1 (stereo not given)	8	12	3	.	11	3	6	-5
CC(C)OC(=O)/C(=C/c1cccnc1)NC(=O)c1ccccc1	-2	-6	-1	1	-10	-9	-2	-3
COc1cc(NC(=O)NCC2CCN(Cc3ccccc3Cl)CC2)cc(OC)c1OC	-30	-19	12	7	-1	-8	-1	-10
COc1cccc(OC)c1NC(=O)CN1CCC(NC(=O)c2cccc(F)c2)CC1	0	-25	-11	-1	-8	4	-4	0
COc1ccc(C(=O)NNC(=O)Nc2ccc(Cl)cc2)cc1	-16	-3	13	2	-3	-7	-8	-8

Screens (PubChem)
